Assay outcomes (PubChem)
hiPSC survival – enhancers of human iPSC single-cell survival; survival enhancement, % at 20 µM; 360,000 compounds, 0.044% hits; hiPSC single-cell survival, ATPlite luminescence; 100% = ROCK inhibitor wells, 0% = DMSO; in the data active = survival enhancement above about 18%;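 note: cells exposed to compounds for 16 hours before the ATP read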
HTR2A ag – agonists of mouse serotonin 5-HT2A receptor (HTR2A). CHO-K1 mHTR2A beta-arrestin complementation, luminescence; percent of 30 µM serotonin response. activation, % at 7.6 µM. 360,000 compounds, 0.66% hits. AID 624169;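 active = activation above a run cutoff, the mean activation of all tested compounds plus 3 SD, cut at about 14% in these data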;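 note: 0% = plate median of compound wells and 100% = 30 µM serotonin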
ABCB6 inh 2 – inhibitors of human ABC transporter ABCB6; K562-ABCB6 porphyrin accumulation, flow cytometry, 1 h; active compounds read low; fluorescence ratio to DMSO, % at 10 µM; 360,000 compounds, 0.19% hits;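 active = fluorescence ratio to DMSO below 75%, the collection mean minus 3 SD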;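 note: signal is porphyrin accumulated inside mitochondria; 100% equals median channel fluorescence of DMSO control wells; lower ratio means ABCB6 inhibition with less porphyrin fluorescence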
MC4R antag cAMP – human MC4R antagonism in cAMP assay; MC4R-expressing cells, MTII-stimulated cAMP, LANCE TR-FRET; inhibition, % at 6.5 µM; 360,000 compounds, 0.48% hits; AID 540295;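 active = inhibition above its plate's cutoff, the mean of tested wells on that plate plus 3 SD, cut at about 29% in these data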;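 note: 0% = Melanotan II alone and 100% = Melanotan II plus saturating MCL0020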
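Test system: U2OS cells stably expressing human melanocortin 4 receptor (MC4R); also added: Melanotan II challenge; compound: 6.5 µM single dose; timing: 30-min compound preincubation, 1-h Melanotan II challenge, 1-h detection, room temperature; signal: Eu-cAMP/anti-cAMP TR-FRET, emission 671 nm; repeats: one well per compound, no replicates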
Glyco luc inh – N-linked glycosylation inhibition. D54 ERlucT glycosylation luciferase reporter, 24 h; percent of 100 nM tunicamycin response. reporter increase, % at 12.5 µM. 360,000 compounds, 0.23% hits. AID 588692;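 active = mean luciferase reporter signal, scaled so untreated is 0 and the glycosylation-blocking control 100, at or above a set limit in every replicate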;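 note: luciferase carries N-glycosylation sites so blocking glycosylation raises the light; 0% = median of neutral control wells and 100% = median of 100 nM tunicamycin wells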
aDG glyco up – alpha-DG glycosylation activation; Pro5-aDG cells, alpha-DG glycosylation AlphaScreen (IIH6); 0% Pro5, 100% B10-LARGE cell signal; 360,000 compounds, 0.22% hits; activation, % at 10 µM;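 active = activation of at least 8% versus controls, or a plate z-score of at least 8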;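 note: Pro5 are CHO cells carrying HIG-tagged alpha-DG that lacks glycosylation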
MC4R ag barr – human MC4R agonism via beta-arrestin; P32245; U2OS MC4R beta-arrestin complementation, luminescence; percent of melanotan II response, DMSO zero; activation, % at 8.9 µM; 360,000 compounds, 0.98% hits; AID 540308;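 active = activation above a per-plate cutoff, the mean activation of sample wells on that plate plus 3 SD, cut at about 8% in these data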
ABHD5-PLIN5 inh – ABHD5-PLIN5 protein interaction inhibition; Split G. princeps luciferase complementation, luminescence, 4 h; inhibition, % at 4 µM; 360,000 compounds, 0.78% hits; Q00G26+Q8WTS1; AID 602281;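 active = inhibition above the mean inhibition across every tested compound plus 3 SD, cut at about 22% in these data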;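 note: 0% = DMSO only wells and the 100% control is not disclosed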
Target sequence (Q00G26 whole entry, looked up): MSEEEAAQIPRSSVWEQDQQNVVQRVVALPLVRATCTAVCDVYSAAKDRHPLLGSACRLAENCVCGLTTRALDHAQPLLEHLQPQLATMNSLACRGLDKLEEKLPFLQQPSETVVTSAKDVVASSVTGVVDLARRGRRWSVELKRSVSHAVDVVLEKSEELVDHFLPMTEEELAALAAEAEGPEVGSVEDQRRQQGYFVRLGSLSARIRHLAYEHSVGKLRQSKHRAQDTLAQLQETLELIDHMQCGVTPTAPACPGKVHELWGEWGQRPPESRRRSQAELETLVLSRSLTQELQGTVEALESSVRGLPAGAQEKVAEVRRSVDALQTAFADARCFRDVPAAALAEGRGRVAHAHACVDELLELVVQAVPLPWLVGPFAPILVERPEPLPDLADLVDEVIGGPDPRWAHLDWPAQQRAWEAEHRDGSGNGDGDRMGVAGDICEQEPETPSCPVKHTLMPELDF
Target sequence (Q8WTS1 whole entry, looked up): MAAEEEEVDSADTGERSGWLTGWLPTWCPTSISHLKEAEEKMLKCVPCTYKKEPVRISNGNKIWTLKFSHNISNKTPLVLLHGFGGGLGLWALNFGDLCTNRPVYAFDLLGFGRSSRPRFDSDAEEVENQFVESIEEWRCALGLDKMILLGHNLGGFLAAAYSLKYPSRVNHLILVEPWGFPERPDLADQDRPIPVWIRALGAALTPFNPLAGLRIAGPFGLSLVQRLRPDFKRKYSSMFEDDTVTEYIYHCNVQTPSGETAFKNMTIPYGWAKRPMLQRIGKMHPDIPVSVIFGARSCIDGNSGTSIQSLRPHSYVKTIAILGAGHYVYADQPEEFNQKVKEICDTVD
Granule exo inh – blocks lytic granule exocytosis; TALL-104 LAMP-1 surface exposure, flow cytometry; cells stimulated with thapsigargin and PMA; inhibition, % at 10 µM; 360,000 compounds, 0.66% hits;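 active = inhibition above about 55%, limit read from the data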
Cardio protect – modulators protecting cardiomyocytes from myocardial damage. H9c2 cardiomyocytes, H2O2 injury protection, ATPLite, 2 h. protection from H2O2 cell death, % at 20 µM. AID 588492. 360,000 compounds, 0.63% hits;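 active = compounds giving at least 50% protection of heart cells from peroxide-induced death in the single-dose screen, raw or plate-pattern-corrected value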;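 note: 0% = DMSO wells with peroxide and 100% = DMSO wells without peroxide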
Starred values were filed as active, the others as inactive. Compounds as they come; about 4.5% have a hit in one of these screens.

For CC1CCN(C(=O)C(=O)Nc2sc3c(c2C(N)=O)CC(C)(C)OC3)CC1 the results were hiPSC survival 0.3, HTR2A ag 0.5, ABCB6 inh 2 102.0, MC4R antag cAMP 8.7, Glyco luc inh 2.1, aDG glyco up -0.2, MC4R ag barr -2.7, ABHD5-PLIN5 inh -2.1, Granule exo inh -5.4 and Cardio protect 1.8.
CCCc1cc(N2CCN(C(=O)c3ccco3)CC2)n2c(nc3ccccc32)c1C#N was read as hiPSC survival -0.9, HTR2A ag -2.2, ABCB6 inh 2 101.0, MC4R antag cAMP 11.8, Glyco luc inh 1.8, aDG glyco up -0.2, MC4R ag barr -0.6, ABHD5-PLIN5 inh 7.6, Granule exo inh 0.0 and Cardio protect 55.1*.
`Cn1c(Cn2c(=O)sc3ccccc32)nnc1SCC(N)=O` gave hiPSC survival -0.3, HTR2A ag 4.5, ABCB6 inh 2 103.0, MC4R antag cAMP -2.0, Glyco luc inh 0.2, aDG glyco up -0.1, MC4R ag barr -0.9, ABHD5-PLIN5 inh -0.8, Granule exo inh 1.1 and Cardio protect 16.7.
Screening COc1cc(/C=C/C(=O)OCC(=O)Nc2sc3c(c2C#N)CCC(C)C3)ccc1OCC#N (stereo unspecified) returned hiPSC survival -0.6, HTR2A ag -0.4, ABCB6 inh 2 100.0, MC4R antag cAMP 4.8, Glyco luc inh 0.3, aDG glyco up -0.2, MC4R ag barr -0.6, ABHD5-PLIN5 inh -6.7, Granule exo inh 0.6 and Cardio protect 0.7.
Screening Cc1ccc(NC(=O)c2cccc3cccnc23)cc1 returned hiPSC survival -0.9, HTR2A ag 5.8, ABCB6 inh 2 100.0, MC4R antag cAMP 6.1, Glyco luc inh 0.4, aDG glyco up 0.0, MC4R ag barr 0.8, ABHD5-PLIN5 inh -6.3, Granule exo inh 24.9 and Cardio protect -17.5.
`COc1cccc(C2=CC(=O)C[C@H](c3ccc(F)cc3)C2)c1` gave hiPSC survival 0.6, HTR2A ag -6.5, ABCB6 inh 2 100.0, MC4R antag cAMP 0.6, Glyco luc inh -4.5, aDG glyco up 0.7, MC4R ag barr 1.6, ABHD5-PLIN5 inh -9.0, Granule exo inh 11.3 and Cardio protect -2.1.
Screening CCC(C)C(NC(=O)C(C)NC(=O)CNC(=O)OC(C)(C)C)C(N)=O (stereo unspecified) returned hiPSC survival -1.2, HTR2A ag 8.7, ABCB6 inh 2 102.0, MC4R antag cAMP 4.7, Glyco luc inh -0.4, aDG glyco up -0.1, MC4R ag barr 1.0, ABHD5-PLIN5 inh 4.3, Granule exo inh 0.3 and Cardio protect 1.0.
For O=C(c1ccc(Cl)cc1)C1CCCN(C(=O)c2csnn2)C1 (stereo unspecified) the results were hiPSC survival 0.3, HTR2A ag 1.7, ABCB6 inh 2 97.0, MC4R antag cAMP -1.0, Glyco luc inh 1.0, aDG glyco up 0.7, MC4R ag barr -2.2, ABHD5-PLIN5 inh -0.7, Granule exo inh 22.0 and Cardio protect 5.4.
Screening NC(=O)COn1c(SCC(N)=O)nc2ccccc2c1=O returned hiPSC survival -0.2, HTR2A ag 3.7, ABCB6 inh 2 96.0, MC4R antag cAMP 9.0, Glyco luc inh -2.0, aDG glyco up 0.1, MC4R ag barr -1.5, ABHD5-PLIN5 inh -0.1, Granule exo inh -3.5 and Cardio protect 0.0.
Screening COc1ccc(NC(=O)CN(C)C(=O)c2cc(S(=O)(=O)N(C)C)ccc2N2CCCC2)cc1 returned hiPSC survival -0.5, HTR2A ag 8.8, ABCB6 inh 2 105.0, MC4R antag cAMP -2.3, Glyco luc inh 2.0, aDG glyco up -0.4, MC4R ag barr 1.9, ABHD5-PLIN5 inh 5.7, Granule exo inh -3.7 and Cardio protect -5.1.
CC[C@@H](C)[C@@H]1CN([C@@H](CN2CCC[C@H]2CN2C(N)=NC[C@H]2C(C)C)C(C)C)C(=N)N1CCc1ccc(Cl)c(Cl)c1 was read as hiPSC survival 0.2, HTR2A ag 1.6, ABCB6 inh 2 96.0, MC4R antag cAMP 8.5, Glyco luc inh -1.0, aDG glyco up 2.0, MC4R ag barr 3.3, ABHD5-PLIN5 inh 18.2, Granule exo inh 0.8 and Cardio protect -5.8.
Screening CCOc1ccc(-c2n[nH]c(=S)o2)cc1 returned hiPSC survival -1.0, HTR2A ag 2.7, ABCB6 inh 2 107.0, MC4R antag cAMP 7.4, Glyco luc inh 1.0, aDG glyco up -0.1, MC4R ag barr -0.1, ABHD5-PLIN5 inh -5.0, Granule exo inh -1.1 and Cardio protect 0.7.
For N#CCCSc1ccccc1NC(=O)c1cc(=O)c2ccccc2o1 the results were hiPSC survival 0.2, HTR2A ag -0.9, ABCB6 inh 2 95.0, MC4R antag cAMP -3.6, Glyco luc inh -1.8, aDG glyco up 0.1, MC4R ag barr -1.9, ABHD5-PLIN5 inh 3.4, Granule exo inh 5.6 and Cardio protect 52.2*.
`CC(=O)NC12CC3CC(C1)CC(C(=O)N1CCN(S(=O)(=O)c4ccc(Cl)s4)CC1)(C3)C2` gave hiPSC survival -0.3, HTR2A ag 7.2, ABCB6 inh 2 110.0, MC4R antag cAMP 10.5, Glyco luc inh 2.1, aDG glyco up -0.4, MC4R ag barr 0.9, ABHD5-PLIN5 inh -1.3, Granule exo inh 1.8 and Cardio protect -1.9.
Screening O=C(c1cc2ccccc2o1)N1CCN(Cc2ccc3c(c2)OCO3)CC1 returned hiPSC survival 0.6, HTR2A ag -7.3, ABCB6 inh 2 95.0, MC4R antag cAMP 5.7, Glyco luc inh -0.9, aDG glyco up 2.0, MC4R ag barr 2.5, ABHD5-PLIN5 inh 7.9, Granule exo inh -4.1 and Cardio protect -0.6.
Screening O=C(C1CCN(S(=O)(=O)c2cccs2)CC1)N1CCN(Cc2ccccc2)CC1 returned hiPSC survival 0.5, HTR2A ag -1.1, ABCB6 inh 2 99.0, MC4R antag cAMP 3.4, Glyco luc inh -1.5, aDG glyco up -0.2, MC4R ag barr -1.9, ABHD5-PLIN5 inh -8.0, Granule exo inh -2.7 and Cardio protect -11.6.
`COc1ccc(N(C)S(=O)(=O)c2ccc(Cl)c(C(=O)NNC(=O)c3ccccc3O)c2)cc1` gave hiPSC survival 0.6, HTR2A ag 3.6, ABCB6 inh 2 99.0, MC4R antag cAMP -4.3, Glyco luc inh -0.1, aDG glyco up 0.4, MC4R ag barr -2.5, ABHD5-PLIN5 inh 2.0, Granule exo inh -5.5 and Cardio protect 30.1.
Screening COc1ccc(-c2cc(C(F)(F)F)nc(SCCC(=O)N3CCN(C)CC3)n2)cc1 returned hiPSC survival -0.1, HTR2A ag 3.8, ABCB6 inh 2 93.0, MC4R antag cAMP -4.6, Glyco luc inh 1.4, aDG glyco up -0.1, MC4R ag barr 0.7, ABHD5-PLIN5 inh 5.7, Granule exo inh -1.7 and Cardio protect 2.4.
For COc1cc2c(cc1NC(=O)c1ccccc1-c1ccccc1C(=O)O)-c1ccccc1C2 the results were hiPSC survival 0.9, HTR2A ag 3.3, ABCB6 inh 2 99.0, MC4R antag cAMP 1.5, Glyco luc inh -0.1, aDG glyco up 0.0, MC4R ag barr -1.2, ABHD5-PLIN5 inh 6.2, Granule exo inh 0.2 and Cardio protect -0.8.
CCC(=O)Nc1ccc(C(=O)Cn2ncc(Cl)c(Cl)c2=O)cc1 was read as hiPSC survival -0.8, HTR2A ag 2.3, ABCB6 inh 2 103.0, MC4R antag cAMP 28.9*, Glyco luc inh 5.2, aDG glyco up -0.3, MC4R ag barr 1.2, ABHD5-PLIN5 inh -1.5, Granule exo inh -5.4 and Cardio protect -19.0.
For COc1ccnc(Oc2ccc(C)cc2C)c1C#N the results were hiPSC survival -0.1, HTR2A ag -1.1, ABCB6 inh 2 103.0, MC4R antag cAMP 7.8, Glyco luc inh 1.5, aDG glyco up -0.1, MC4R ag barr 3.5, ABHD5-PLIN5 inh 2.8, Granule exo inh 8.3 and Cardio protect -6.0.
Screening Cc1c(C)c(C)c(S(=O)(=O)N2CCSCC2)c(C)c1C returned hiPSC survival -0.3, HTR2A ag 0.1, ABCB6 inh 2 93.0, MC4R antag cAMP 4.7, Glyco luc inh -1.5, aDG glyco up 0.0, MC4R ag barr 1.0, ABHD5-PLIN5 inh -0.2, Granule exo inh -3.4 and Cardio protect -4.8.
O=C(NC1CCCCNC1=O)c1ccccc1 (stereo unspecified) was read as hiPSC survival -0.8, HTR2A ag -3.4, ABCB6 inh 2 101.0, MC4R antag cAMP 2.7, Glyco luc inh 0.7, aDG glyco up 0.0, MC4R ag barr 0.4, ABHD5-PLIN5 inh -5.8, Granule exo inh 21.2 and Cardio protect -1.1.
Screening CCCCCCCCCCOC(=O)Cn1c(COc2ccccc2C)[n+](C)c2ccccc21 returned hiPSC survival -0.5, HTR2A ag 9.9, ABCB6 inh 2 99.0, MC4R antag cAMP 3.3, Glyco luc inh 7.6, aDG glyco up 0.0, MC4R ag barr 49.2*, ABHD5-PLIN5 inh 24.2*, Granule exo inh 79.8* and Cardio protect -15.0.
Cn1c(Oc2ccc(F)cc2)c(C=O)c2ccccc21 was read as hiPSC survival -1.4, HTR2A ag -5.6, ABCB6 inh 2 95.0, MC4R antag cAMP -0.9, Glyco luc inh -1.3, aDG glyco up 0.0, MC4R ag barr 0.0, ABHD5-PLIN5 inh 1.1, Granule exo inh 0.2 and Cardio protect -10.3.
Screening Cc1nn(CC(=O)Nc2ccc(Cl)cn2)c(C)c1[N+](=O)[O-] returned hiPSC survival -2.4, HTR2A ag -4.0, ABCB6 inh 2 96.0, MC4R antag cAMP 2.7, Glyco luc inh 0.5, aDG glyco up 0.0, MC4R ag barr -2.4, ABHD5-PLIN5 inh -4.8, Granule exo inh 5.1 and Cardio protect 11.0.
Cc1ccc2nsnc2c1NC(=O)COc1ccccc1 was read as hiPSC survival 0.8, HTR2A ag 1.2, ABCB6 inh 2 98.0, MC4R antag cAMP 4.6, Glyco luc inh -2.2, aDG glyco up -0.2, MC4R ag barr -0.5, ABHD5-PLIN5 inh -5.1, Granule exo inh -0.8 and Cardio protect 2.2.
CC1Sc2ccc(S(=O)(=O)CCC(=O)N3CCN(c4ccccc4F)CC3)cc2NC1=O (stereo unspecified) was read as hiPSC survival -0.5, HTR2A ag -9.6, ABCB6 inh 2 99.0, MC4R antag cAMP 7.6, Glyco luc inh -7.9, aDG glyco up 0.0, MC4R ag barr -3.4, ABHD5-PLIN5 inh -1.0, Granule exo inh 0.8 and Cardio protect -4.3.
